Bioassay records (PubChem BioAssay)
NPR1 activator: GC-A (human) enzyme activation; HEK293 GC-A cells, cGMP TR-FRET, EC30 ANP; 0% at EC30 ANP, 100% saturating ANP; activation, % at 10 µM; P16066; AID 1671463; 0.14% of 370,000 active; in the data active = activation above about 40%
TCR-CD3 inh: blocks the human TCR-CD3 interaction; inhibition, % at 9.4 µM; AID 651800; 0.37% of 360,000 active; TAMRA-labeled TCR probe fluorescence, biochemical; in the data active = inhibition above about 19%;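 note: recombinant mutant TCR 2C K166C tagged with TAMRA read by polarization; 0% = receptor in buffer alone and 100% = receptor with positive control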
SIAE inh: blocks human sialic acid acetylesterase. Q9HAT2. SIAE FP-Rh probe binding, fluorescence polarization. 0.69% of 370,000 active. AID 1053197. inhibition, % at 9.66 µM;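 active = inhibition above a cutoff: mean of compounds within the control limits plus 3 SD of those, cut at about 17% in these data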;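 note: 0% = plate median of compound wells and 100% = probe without SIAE protein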
rCAG RNA binder: r(CAG) repeat RNA binding | inhibition, % at 3 µM | TO-PRO-1 dye displacement fluorescence | 1.3% of 370,000 active;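 active = inhibition above the plate cutoff, the mean of all test compounds on that plate plus 3 SD, cut at about 35% in these data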;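 note: 0% = DMSO alone and 100% = 100 µM mitoxantrone as full dye displacement; higher means more dye released from RNA so lower well fluorescence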
PRMT1 inh: PRMT1 (human) inhibition, primary screen; recombinant PRMT1, activity-based probe fluorescence polarization; inhibition, % at 2.79 µM; 1.3% of 370,000 active;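 active = inhibition above about 21% made by adding two undisclosed values, limit read from the data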
MBD2 DNA inh: MBD2-methylated oligo binding inhibition; Q9UBB5; TR-FRET, MBD2 binding to methylated oligonucleotide; inhibition, % at 4.4 µM; 0.31% of 370,000 active; AID 686964; in the data active = inhibition above about 13%
GC-B act: GC-B (human) receptor activation. HEK293-GC-B cells, CNP EC30, cGMP TR-FRET; 0% at EC30 CNP, 100% saturating CNP. activation, % at 10 µM. 0.11% of 370,000 active. AID 1920062;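 active = activation at 10 µM reaching about 35% in either raw or pattern-adjusted values, limit read from the data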
mABHD4 FP: inhibits mouse alpha/beta hydrolase domain 4; purified mABHD4, FP-Rh probe fluorescence polarization; inhibition, % at 8.92 µM; 0.54% of 370,000 active;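 active = inhibition exceeding the mean over every tested compound plus 3 SD, cut at about 30% in these data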;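 note: 0% = plate median of compound wells and 100% = S159A mutant with DMSO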
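system = mouse ABHD4 enzyme, wild type | medium = HEPES pH 7.0, NaCl, Pluronic buffer | also added = FP-Rh probe | incubation = Enzyme–compound pre-incubation 45 min, then probe 60 min, both 25 °C | technique = fluorescence polarization, excitation 525 nm, emission 598 nm, BODIPY TMR filters | controls = S159A mutant high control, sample median low control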
UHRF1 binding: human UHRF1 methylated DNA binding inhibitors | Q96T88 | UHRF1 binding to methylated oligo, TR-FRET | inhibition, % at 4.4 µM | 0.75% of 370,000 active | AID 687016; in the data active = inhibition above about 21%;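 note: UHRF1 SRA domain binding a hemimethylated CpG hairpin DNA probe; 0% = median of test compound wells and 100% = reference inhibitor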
Target sequence (Q96T88 whole entry, looked up, the tested form may be a part): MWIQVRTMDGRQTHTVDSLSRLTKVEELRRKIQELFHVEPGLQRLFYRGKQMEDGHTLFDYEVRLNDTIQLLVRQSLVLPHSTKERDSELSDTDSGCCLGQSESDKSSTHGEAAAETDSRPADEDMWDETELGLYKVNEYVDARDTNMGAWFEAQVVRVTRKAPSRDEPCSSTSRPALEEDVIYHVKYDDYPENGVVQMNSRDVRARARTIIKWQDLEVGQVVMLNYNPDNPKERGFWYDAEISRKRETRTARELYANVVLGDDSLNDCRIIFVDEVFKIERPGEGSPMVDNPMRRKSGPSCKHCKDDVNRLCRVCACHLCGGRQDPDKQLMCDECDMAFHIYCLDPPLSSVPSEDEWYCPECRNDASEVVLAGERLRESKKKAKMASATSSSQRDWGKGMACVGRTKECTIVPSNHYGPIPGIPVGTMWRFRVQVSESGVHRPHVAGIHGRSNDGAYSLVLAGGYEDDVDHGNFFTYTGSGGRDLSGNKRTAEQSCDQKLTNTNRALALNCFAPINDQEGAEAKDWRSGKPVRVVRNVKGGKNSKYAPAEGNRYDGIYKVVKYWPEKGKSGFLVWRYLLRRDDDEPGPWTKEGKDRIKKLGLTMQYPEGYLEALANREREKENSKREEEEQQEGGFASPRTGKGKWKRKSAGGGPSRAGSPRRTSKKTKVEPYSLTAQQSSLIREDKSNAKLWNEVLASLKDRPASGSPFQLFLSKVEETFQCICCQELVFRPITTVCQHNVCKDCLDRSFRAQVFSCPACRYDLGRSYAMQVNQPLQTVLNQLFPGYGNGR
HTRA1 inhibitor: HTRA1 (human) protease inhibition | 0.5% of 340,000 active | recombinant HTRA1, FP-rhodamine activity-based probe, fluorescence polarization | AID 504803 | Q92743 | inhibition, % at 5.96 µM; in the data active = inhibition above about 36%;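 note: 0% = enzyme with DMSO and 100% = wells lacking enzyme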
* hit, by the source's call; x = no result given. The list is partial; rates above refer to the full screens.

SMILES | NPR1 activator | TCR-CD3 inh | SIAE inh | rCAG RNA binder | PRMT1 inh | MBD2 DNA inh | GC-B act | mABHD4 FP | UHRF1 binding | HTRA1 inhibitor
Cc1cc(=O)oc2c3c(cc(OCC(=O)N[C@@H](Cc4ccccc4)C(=O)O)c12)OC(C)(C)CC3 | 1 | 4 | 2 | 24 | -10 | 2 | 0 | -3 | -2 | -1
C[C@@H]1CN([C@H](C)CO)S(=O)(=O)c2ccc(C#Cc3ccccc3)cc2O[C@H]1CN(C)C(=O)Nc1ccc2c(c1)OCO2 | -1 | -7 | 5 | 15 | 4 | 8 | -4 | -29 | 7 | -41
O=C(O)c1ccc(N/N=C/C2=Cc3ccccc3OC2)cc1 | 4 | 1 | -2 | 17 | 5 | -4 | -6 | 15 | 1 | 5
O=S(=O)(Nc1ccccc1Cl)c1cccc2nsnc12 | 3 | 5 | 2 | 4 | 3 | 2 | 2 | 1 | 0 | -7
CC(=O)Nc1cccc(OCC(=O)NS(=O)(=O)c2ccc(Cl)cc2)c1 | 2 | 2 | 0 | 2 | 1 | 2 | 0 | 2 | -1 | 3
Cc1cccc(-n2ccc(=O)c(C(=O)Nc3ccc(S(=O)(=O)N4CCOCC4)cc3)n2)c1 | 1 | 7 | 0 | 0 | 0 | 2 | -2 | -1 | 1 | 5
COc1cc(/C=N/NC(=O)CCn2c3ccccc3c3ccccc32)cc(OC)c1OC | -11 | 1 | 3 | 2 | 1 | 1 | -12 | -5 | -2 | -13
O=C(C[C@H]1CC[C@H]2[C@@H](COC[C@H](O)CN2C(=O)c2ccccn2)O1)N1CCN(c2ccccc2)CC1 | 2 | -5 | -5 | 4 | 7 | 6 | 4 | -14 | 5 | x
CSc1cccc(NC(=O)CSc2ccccc2)c1 | 1 | -1 | -10 | 3 | 5 | -4 | -3 | -5 | 1 | -15
Cn1c2ccccc2c2cnn(CC(=O)Nc3ccccc3Br)c(=O)c21 | -1 | 5 | -3 | 2 | -4 | -3 | 0 | 3 | -4 | -1
Cc1ccc(N=C(NOCc2ccc(Cl)cc2Cl)c2nonc2N)c(C)c1 | -5 | -3 | -22 | 4 | 0 | 0 | -9 | -22 | 4 | -33
Cc1ccc2c(c1)N(CC(=O)NC1CCCC1)C(=O)CO2 | -2 | 3 | 12 | 2 | -2 | 4 | 1 | 9 | 0 | 3
CC(C)C(OC(=O)c1cccc(S(=O)(=O)NCC(F)(F)F)c1)C(=O)NC(N)=O (stereo not given) | 2 | 2 | -2 | -2 | 2 | 0 | 2 | 0 | -1 | 3
O=C(Nc1nnc(-c2ccccc2F)s1)Nc1ccccc1F | -3 | 2 | 1 | 1 | -1 | -3 | -2 | 1 | -2 | -3
CC1CCN(CC(=O)N2c3ccccc3CCc3ccccc32)CC1 | -15 | 5 | 9 | -5 | -4 | -2 | -17 | -2 | -3 | -5
O=C(COc1ncnc2ccccc12)N1CCN(c2ccccc2)CC1 | 2 | -8 | 1 | 0 | 2 | 1 | 0 | 2 | 2 | 6
COC(=O)[C@@]1(Cc2ccccc2)[C@H]2C(=O)N(Cc3ccccc3)C(=O)[C@H]2[C@H]2CN=C(SCc3ccc(Cl)cc3)N21 | 2 | -3 | 0 | 8 | 2 | 2 | -3 | -7 | 3 | -22
O=C(CCN1C(=O)C2C3C=CC(C3)C2C1=O)Nc1nccs1 (stereo not given) | 3 | 7 | -7 | -2 | -1 | 6 | 1 | 5 | -2 | 6
NS(=O)(=O)c1ccc(NC(=O)CSC2CCCCC2)cc1 | 2 | -1 | 12 | 0 | -3 | -1 | 2 | -5 | 2 | 2
Cc1cc(C(=O)Nc2cccc3ccccc23)n(-c2ccccc2)n1 | 0 | 5 | 2 | -2 | 0 | 6 | 2 | 4 | 20 | -4
CC(=O)Nc1sc2c(c1C(N)=O)CCN(Cc1ccccc1)C2 | 2 | 0 | -1 | 0 | -1 | 3 | 0 | -3 | -5 | 0
Cc1cc(=O)[nH]c(N/N=C/c2ccc(O)c(O)c2)n1 | -5 | 15 | 10 | 0 | -4 | 2 | -1 | 5 | -2 | 13
COc1ccc(CN=C(Nc2ccccc2)SC2CC(=O)NC2=O)cc1 (stereo not given) | -4 | -2 | 2 | -2 | -3 | 0 | -4 | -11 | 1 | -1
CCCCNC(=O)CN(CCc1ccccc1)S(C)(=O)=O | 3 | 1 | 3 | -2 | -1 | 2 | 0 | -1 | 8 | -3
CCOC(=O)C1/C(=N\O)CC(C)(O)C(C(=O)OCC)C1c1ccc(N(C)C)cc1 (stereo not given) | 0 | 7 | 6 | -3 | -1 | 3 | -1 | 4 | -1 | -1
Cc1sc2nc(SC(C)C)nc(N)c2c1C | -1 | -2 | 9 | -1 | 4 | 0 | -5 | 5 | 0 | 0
N#C/C(=C\c1ccccc1)C(=O)N1CCC(C(N)=O)CC1 | 0 | 3 | 2 | 0 | -6 | -6 | 2 | 11 | 0 | 7
O=C(NNC(=O)c1ccccc1[N+](=O)[O-])c1ccccc1[N+](=O)[O-] | -2 | 3 | -1 | -1 | 12 | 3 | -4 | 5 | 3 | 3
COc1ccc(CCNC(=O)CSc2nc3[nH]ncc3c(=O)[nH]2)cc1OC | 0 | -1 | 9 | 0 | 0 | -2 | 0 | -1 | 1 | -1
Cc1cccc(-n2c(SCC(=O)NCC3CCCO3)nc3ccccc3c2=O)c1C (stereo not given) | -2 | 3 | 6 | 3 | -1 | 0 | -1 | 0 | 0 | 1
O=C(O)C1C2CCCCC2=C2CCCCC2C1C(=O)Nc1nccs1 (stereo not given) | 2 | -1 | 2 | 8 | 6 | -1 | -2 | 8 | 0 | 8
Nc1ccc(S(=O)(=O)Nc2nccs2)cc1N=Nc1ccccc1[N+](=O)[O-] | -9 | 11 | 5 | 68* | 25* | 7 | -5 | 15 | 1 | 8
CCCCc1nc2cc(Cl)ccc2o1 | -4 | -6 | -3 | 0 | 2 | 4 | 6 | -3 | -3 | 3
O=C1c2ccccc2C(=O)N1CCCCCCN1C(=O)c2ccccc2C1=O | -2 | -3 | -4 | 0 | -1 | -4 | 0 | 0 | 1 | 1
O=C(CSc1nnc(C2COc3ccccc3O2)o1)N1CCCCC1 (stereo not given) | 1 | 1 | -2 | -3 | -1 | -1 | -2 | 7 | 3 | -6
O=C/C(=C\Nc1ccc(S(=O)(=O)CCO)cc1)c1nc2cc(Cl)ccc2o1 | -7 | 2 | -1 | 6 | -2 | 4 | -7 | 7 | -1 | -6
COc1ccc(NC(=O)COC(=O)C2CC(=O)N(Cc3ccc(C)cc3)C2)cc1 (stereo not given) | -2 | 6 | -6 | 1 | -5 | 1 | -10 | 1 | 0 | -5
COc1cc(NC(=O)CCCNC(=O)Cn2cnc3sc(C)c(C)c3c2=O)cc(OC)c1OC | -1 | 3 | 5 | -4 | 0 | 3 | 7 | -2 | 5 | 2
O=C1CSC(c2cn(-c3ccccc3)nc2-c2ccccc2)N1Cc1ccco1 (stereo not given) | -4 | 4 | -3 | 0 | 4 | 4 | -9 | -12 | -2 | -65
O=C(NCCc1ccco1)c1cc(COc2cccc(C(F)(F)F)c2)on1 | 2 | 2 | -5 | -8 | 3 | -1 | -5 | -13 | -1 | -22
COc1ccc(C(C)=O)cc1CSCC(=O)O | 2 | 2 | 6 | 3 | 0 | 3 | 0 | -1 | -1 | 2
Cc1ccc(-n2nnc3c(=O)n(CC(=O)NCc4ccco4)cnc32)cc1 | 0 | -2 | 5 | 9 | 1 | -3 | -3 | -4 | 1 | -13
CC(C)c1ccc(C2NC(=O)NC3=C2CCc2ccccc23)cc1 (stereo not given) | 2 | -5 | 3 | -1 | -1 | -3 | 0 | 5 | -5 | -16
CC(=O)NC1=NN(C(C)=O)C(C)(CCS(=O)(=O)c2ccc(Cl)c(Cl)c2)S1 (stereo not given) | 1 | 6 | -6 | -1 | 0 | -2 | -1 | 3 | 0 | 7
COc1ccc(NC(=O)Nc2nc3c(s2)CCCC3)cc1 | 3 | 0 | 10 | 29 | -1 | 4 | -5 | 11 | 1 | -10
O=c1oc2ccccc2c(Nc2ccccc2)c1CN1CCCCC1 | 2 | 7 | -2 | 3 | -5 | -1 | 3 | 1 | 1 | -10
CCN(CCO)c1nc(NCc2ccccc2)c2cnn(C)c2n1 | 7 | 0 | -3 | -6 | 0 | 2 | 10 | 0 | -1 | -1
Cc1cc(=O)oc2cc(OCC(=O)N/N=C/c3ccccc3[N+](=O)[O-])ccc12 | -2 | 14 | -13 | 4 | 0 | -4 | -4 | -8 | -6 | -8
COc1ccc(CC(=O)N/N=C/C=C/c2cccc([N+](=O)[O-])c2)cc1OC | -4 | -7 | 1 | -3 | 6 | 3 | -4 | 1 | 2 | x
Cc1cc(C)c(S(=O)(=O)N(C2=NCCS2)S(=O)(=O)c2c(C)cc(C)cc2C)c(C)c1 | -3 | 1 | 4 | 4 | 0 | -1 | -6 | 0 | -1 | -7
c1ccc(-c2nc3ccccc3nc2-c2ccccn2)nc1 | -4 | 8 | 9 | 0 | -1 | 1 | 1 | 2 | -2 | 8
CC(C)c1nc2sc(C(=O)O)c(N)c2c2c1CCCC2 | -2 | 2 | 1 | 6 | 8 | -1 | 0 | 4 | -3 | -12
Cc1nc2ccccc2nc1N/N=C/c1ccc(O)cc1 | -3 | 3 | 7 | 1 | 4 | 0 | 2 | -3 | -2 | -2
CCn1c(=O)c2c(nc3n2CCCN3c2cccc(C)c2)n(C)c1=O | 4 | -6 | 0 | -8 | 1 | -1 | 4 | -5 | 4 | -1
O=C(c1cc(C2CC2)nn1-c1ccccc1)N1CCN(S(=O)(=O)c2ccccc2F)CC1 | 3 | -8 | -4 | 1 | 5 | 0 | 0 | -1 | -1 | 4
CCOCCCNC(=O)C1CCN(S(=O)(=O)c2c(C)noc2/C=C\c2ccc(OC)cc2)CC1 | -3 | 3 | -3 | 5 | -1 | 6 | 2 | 3 | -2 | -2
Cc1cccc(C)c1NC(=O)CN(Cc1ccccc1)Cc1ccccc1 | -10 | -3 | 1 | 0 | 3 | -1 | -10 | 4 | 4 | x
CC1(C(=O)NCCC#N)CCN1C(=O)C1(c2ccccc2)CC1 (stereo not given) | 2 | 1 | 0 | 2 | 1 | -2 | -1 | 2 | 1 | x
CCOc1ccccc1NC(=O)c1ccc2c(=O)n3c(nc2c1)CCCCC3 | 4 | 3 | -5 | -1 | -1 | -4 | -1 | -6 | -2 | -11
Cc1nn(-c2ccccc2)c(/N=C/c2ccc(O)cc2)c1-c1ccccc1 | 1 | -8 | -2 | 4 | -5 | 1 | -3 | -11 | 7 | 10
COc1ccc(NC(=O)CCC2CCCC2)cc1OC | 2 | 5 | -1 | -6 | -4 | 3 | -2 | -2 | -4 | 5
N/C(=N\OC(=O)c1ccccc1)c1ccccn1 | 3 | -4 | 4 | 1 | -1 | -6 | 0 | -2 | 1 | 6
O=C(NCc1cccs1)c1cc2c(s1)-c1ccccc1OC2 | 6 | 3 | 6 | 5 | 1 | 1 | 1 | -33 | 1 | -47

3 of the entries above in order of the mABHD4 FP value, ascending:
structure,mABHD4 FP
O=C(NCc1cccs1)c1cc2c(s1)-c1ccccc1OC2,-33
COc1ccc(NC(=O)CCC2CCCC2)cc1OC,-2
CC(C)c1nc2sc(C(=O)O)c(N)c2c2c1CCCC2,4
